# Screening results as filed in PubChem.
# M1 PAM: positive allosteric modulators of human M1 muscarinic receptor | CHO-K1 hM1, Fluo-8 calcium fluorescence, ACh EC20; 0% = ACh EC20, 100% = maximal ACh | activation, % at 3 µM | 360,000 tested, 0.088% active | AID 588819; in the data active means activation above about 19%, passing the limit was not always enough
# M1 ag: activates human CHRM1 receptor | P11229 | CHO-K1 hM1, Fluo-8 calcium fluorescence, agonist mode; 0% DMSO, 100% acetylcholine EC100 | activation, % at 3 µM | 360,000 tested, 0.33% active | AID 588814;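 active means activation above the run's mean compound activation plus 3 SD, cut at about 16% in these data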;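 further: peak over basal fluorescence ratio within a 140 s kinetic read after compound addition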
# CHRM1 antagonist: human CHRM1 antagonism; P11229; CHO-K1 hM1, Fluo-8 calcium fluorescence, ACh EC80 antagonist; inhibition, % at 3 µM; 360,000 tested, 1.3% active;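 active means percent inhibition above its own plate's cutoff, namely the mean of that plate's compound wells plus 3 SD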;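 further: peak over basal fluorescence ratio during 140 s after agonist addition; 0% = ACh EC80 plus DMSO and 100% = DMSO alone without agonist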
# OXTR potentiator: human OXTR potentiation; P30559; activation, % at 3 µM; CHO-OTR cells, Fluo-8 calcium fluorescence, potentiator mode; 0% = oxytocin EC15, 100% = EC100; 320,000 tested, 0.061% active; AID 2445;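 active means activation above that plate's cutoff, the mean activation of tested compounds plus 3 SD, cut at about 6.6% in these data, passing the limit was not always enough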;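 further: 100% uses oxytocin at 75 nM as the full agonist control; some results filed as inactive read as strong as hits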
# Target sequence (P30559 whole entry, looked up): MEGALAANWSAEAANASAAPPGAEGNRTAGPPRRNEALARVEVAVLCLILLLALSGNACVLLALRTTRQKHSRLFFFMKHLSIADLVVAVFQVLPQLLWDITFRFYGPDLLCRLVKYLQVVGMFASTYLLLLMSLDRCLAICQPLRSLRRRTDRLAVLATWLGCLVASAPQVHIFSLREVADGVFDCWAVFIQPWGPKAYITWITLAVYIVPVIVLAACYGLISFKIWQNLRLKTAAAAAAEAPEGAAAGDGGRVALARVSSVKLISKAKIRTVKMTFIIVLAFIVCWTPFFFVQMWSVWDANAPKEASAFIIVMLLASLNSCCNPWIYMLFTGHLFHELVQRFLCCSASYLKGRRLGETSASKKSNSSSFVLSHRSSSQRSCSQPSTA
#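 Material: human OTR in CHO cells. Compound: 3.0 µM, one dose. Timing: compound 6 min at room temperature before oxytocin, 100 s read. Evaluation: % activation of max/min ratio relative to oxytocin controls. Replication: single well per compound, singlicate. Signal: Fluo-8 calcium dye fluorescence.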
# CHO parental Ca: counter-screen: ATP calcium response change in parental CHO cells; parental CHO-K1, ATP-induced calcium, Fluo-8 fluorescence; inhibition, % at 5.6 µM; 330,000 tested, 0.63% active;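 active means inhibition above that plate's mean sample inhibition plus 3 SD, cut at about 26% in these data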;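 further: 0% = ATP-challenged DMSO wells and 100% = DMSO wells without ATP; some compounds past the cut are filed as inactive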
#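 Material: parental CHO cells / Compound: single nominal dose of 5.6 µM per compound / Signal: Fluo-8 fluorescence / Replicates: singlicate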
# CHO-K1 Ca antag: nonselective inhibitor or artifact in parental CHO-K1 cells; ATP-induced calcium, Fluo-8 fluorescence; inhibition, % at 3 µM; 360,000 tested, 0.6% active; AID 602250;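 active means inhibition above a per-plate cutoff, the plate's mean sample inhibition plus 3 SD, cut at about 24% in these data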;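 further: 0% = DMSO plus EC80 ATP and 100% = DMSO alone without ATP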
# CHRM4 agonist: CHRM4 agonism in calcium assay. AID 624127. CHO-K1 hM4/Gqi5, Fluo-8 calcium fluorescence; vehicle 0%, full acetylcholine response 100%. 360,000 tested, 0.14% active. activation, % at 3 µM;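 active means activation above the run mean over all test wells plus 3 SD, cut at about 32% in these data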;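 further: peak over basal fluorescence ratio per well then scaled between controls; 0% = DMSO wells and 100% = acetylcholine at EC100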
# Target sequence (P08173 whole entry, looked up): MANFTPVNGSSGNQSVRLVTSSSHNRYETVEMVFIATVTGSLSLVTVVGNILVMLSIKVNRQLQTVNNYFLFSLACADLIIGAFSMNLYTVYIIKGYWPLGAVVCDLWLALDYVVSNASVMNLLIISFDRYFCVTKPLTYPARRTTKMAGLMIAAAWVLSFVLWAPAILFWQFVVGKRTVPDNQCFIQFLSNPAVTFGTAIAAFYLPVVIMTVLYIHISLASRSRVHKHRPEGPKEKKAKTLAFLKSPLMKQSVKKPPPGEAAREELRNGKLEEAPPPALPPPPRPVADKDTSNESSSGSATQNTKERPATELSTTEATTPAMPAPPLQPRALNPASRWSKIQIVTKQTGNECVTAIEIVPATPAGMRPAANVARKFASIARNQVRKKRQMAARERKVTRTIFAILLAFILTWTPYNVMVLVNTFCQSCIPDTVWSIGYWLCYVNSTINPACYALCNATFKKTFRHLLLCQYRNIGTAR
# M1 ag parental: nonselective activator or artifact in parental CHO-K1 cells; activation, % at 3 µM; Fluo-8 calcium fluorescence; scaled to maximal ATP response, vehicle zero; AID 602248; 360,000 tested, 0.48% active; in the data active means activation above about 15%;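 further: untransfected CHO-K1 host cells lacking M1 receptor as counterscreen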
# CHRM4 antagonist: CHRM4 antagonism in calcium assay; P08173; CHO-hM4 cells, ACh EC80, Fluo-8 calcium fluorescence; inhibition, % at 3 µM; 360,000 tested, 0.73% active; AID 624125;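 active means inhibition above its plate's cutoff, the mean inhibition of sample wells plus 3 SD, cut at about 27% in these data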;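 further: 0% = acetylcholine EC80 with DMSO and 100% = DMSO without agonist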
# Starred values were filed as active, the others as inactive; / = not tested or not shown.
SMILES,M1 PAM,M1 ag,CHRM1 antagonist,OXTR potentiator,CHO parental Ca,CHO-K1 Ca antag,CHRM4 agonist,M1 ag parental,CHRM4 antagonist
Cc1cc(C)n2cc(CSCC(=O)O)nc2n1,7,-5,-6,1,2,-15,1,1.4,2
COC(=O)c1ccc(CSc2nnc(CNC(=O)COc3ccc(Cl)cc3)o2)o1,-3,-3,-19,-15,-6,-2,5,2.7,2
Cc1nc2c(C)cccn2c(=O)c1NC(=O)c1ccc2c(c1)OCO2,6,2,-1,-1,-3,-3,5,1.8,10
CCOc1cc(N2CCOCC2)c(OCC)cc1NC(=O)COc1cccc(CC)c1,0,-4,5,-2,-13,-14,1,0.5,5
CSc1ccc(CN(C)CC(=O)Nc2ccccc2C(=O)NC2CC2)cc1,-3,-5,1,-5,-23,-19,12,3.7,0
c1ccc(COc2ccc3nocc3c2)cc1,9,-3,-1,2,-11,-5,-1,0.7,-12
COC(=O)c1cccc(-n2c(C)cc(/C=C3\SC(=O)NC3=O)c2C)c1,4,-3,-16,/,/,-7,3,1.9,-14
Cc1ccc2c(c1)c(C)c(C)n2CC(O)CN1CCOCC1 (stereo not given),5,-4,-10,-6,-1,-20,1,0.5,-10
CCN(CC)Cc1nc2c(c(=O)[nH]1)C1(CCCC1)Cc1ccccc1-2,-9,-9,2,-4,-15,-5,-1,0.3,8
CC1(C(=O)Oc2ccccc2)Cc2ccccc2C(=O)O1 (stereo not given),9,-5,-9,-8,-19,-8,1,0.3,6
O=C(COc1cc2oc(=O)c3c(c2cc1Cl)CCC3)NCC1CCC(C(=O)O)CC1 (stereo not given),3,0,-7,-3,14,-7,0,0.5,-8
CC1CN(C(=S)NC(=O)c2cccc([N+](=O)[O-])c2)CC(C)O1 (stereo not given),2,-1,-35,-1,1,-7,0,-0.2,2
CC(=O)Oc1ccc(-c2cccc(C(=O)Oc3ccccc3)c2)cc1,8,4,-16,-12,-6,8,0,-0.2,1
O=C(NCCN1CCCCC1)Nc1ccc(Br)cc1,1,-8,-7,-6,-12,3,3,1.8,0
O=C(O)CC1(CC(=O)Nc2ccc3sccc3c2)CCCCC1,6,-5,-6,-3,-6,-5,0,0.9,2
COc1cccc(OCCCN2CCCCC2)c1,-5,-7,1,-3,0,-13,0,1.2,12
CCN(CC)CCN(C)C(=O)CCc1nnc(-c2ccc(C)s2)o1,9,-15,-8,-3,-7,-10,1,0.6,-3
Cc1c(N)ccc(-n2nc3ccccc3n2)c1C,0,-3,0,0,-3,1,1,0.0,1
Cc1ccc(C(=O)OCc2ccc3c(c2)OCO3)cc1S(=O)(=O)N1CCCCC1,-6,-5,-8,0,1,-11,0,1.7,1
CC(C)c1ccc(NC(=O)COc2ccc(S(=O)(=O)N3CCOCC3)cc2)cc1,3,-3,-20,-6,-11,9,2,0.3,-4
NC(=O)CC(NC(=O)c1ccc(Br)cc1)c1ccc(NCCc2ccc(F)cc2)c([N+](=O)[O-])c1 (stereo not given),-2,-3,2,4,-15,-7,1,-0.2,3
CSc1nnc(-c2sccc2OCc2ccc(C)cc2)n1C,9,-3,-11,-13,-10,1,1,0.4,-8
CC(NC(=O)c1ccncc1)c1ccc(Cl)cc1Cl (stereo not given),9,-4,-15,-7,-9,-13,3,11,-2
O=C(COC(=O)[C@@H]1CCCN1S(=O)(=O)c1ccccc1F)c1ccccc1,3,-2,-5,-10,-5,-17,4,4.8,-5
CCN(C(=O)CSc1nncn1-c1ccccc1)C1CCS(=O)(=O)C1 (stereo not given),16,-3,-18,-2,-9,-7,1,0.4,-12
# New compounds follow.
SMILES,M1 PAM,M1 ag,CHRM1 antagonist,OXTR potentiator,CHO parental Ca,CHO-K1 Ca antag,CHRM4 agonist,M1 ag parental,CHRM4 antagonist
O=C(c1ccc(S(=O)(=O)N2CCOCC2)cc1)N1CCCc2ccccc21,10,-3,-2,-6,-11,-13,5,1.5,-5
c1ccc(Oc2ncnc3oc(-c4ccccc4)cc23)cc1,2,-3,-3,-1,-7,-7,0,0.1,-3
Cc1onc(-c2c(Cl)cccc2Cl)c1C(=O)N1CCOCC1,20,2,-16,3,-1,-13,2,0.0,-13
CC(C)COc1cccc(C(=O)N(CC(=O)Nc2ccccc2C(F)(F)F)Cc2ccco2)c1,4,-3,-1,-9,-1,-11,1,-0.7,-9
S=c1[nH]nc(CSc2nc3ccccc3s2)n1Cc1ccccc1,7,-1,-8,-23,-26,-14,0,0.5,-1
Cc1cc(C)n(C(=O)c2cc(F)c(F)cc2C)n1,1,-7,-1,-2,-1,11,1,1.0,3
O=C1COc2ccc(C(=O)COC(=O)CNC(=O)c3ccco3)cc2N1,13,0,-6,-2,-12,-8,2,0.1,1
NC(=S)Nc1cccc(O)c1,0,-4,-4,-7,-5,-10,0,0.8,-13
CCc1ccc(N(C(=O)c2snc(C(N)=O)c2N)C(C(=O)NCC2CCCO2)c2ccco2)cc1 (stereo not given),-9,-4,15,-11,-24,-8,12,4.6,10
Cc1cccnc1N(C(=O)Nc1cccc(Cl)c1)C1=NCC(C)(C)S1,1,-13,1,-4,-12,5,3,1.2,-8
CCN(C(=O)COC(=O)/C=C/c1nc2ccccc2s1)C1CCS(=O)(=O)C1 (stereo not given),-1,-2,5,0,-16,12,11,4.1,0
Cn1c(SCC(=O)Nc2sccc2C(N)=O)nc2ccccc2c1=O,-8,4,1,-7,-19,-7,13,6.2,-1
O=C(c1ccccn1)N(CC1CCCO1)C1(C(=O)NC2CCCCC2)CCCCC1 (stereo not given),-9,-1,-3,-4,-8,-2,0,-0.7,-11
COc1ccc(C(C)(C)C)cc1NC(=O)COC(=O)C(C)C,2,-4,0,-6,-5,-7,0,0.2,2
O=C(O)CNC(=O)C1CCCN1C(=O)CNC(=O)OCc1ccccc1 (stereo not given),5,-1,-9,-3,3,-13,1,0.5,-24
Cc1ccc(-n2c(N)c(C(=O)N3CCOCC3)sc2=S)cc1,5,-5,-1,2,-9,-23,1,1.2,-10
Cc1ccc(S(=O)(=O)N2CCOCC2)cc1C(=O)O,8,-2,-12,-4,1,-15,0,0.0,1
N#CC1(NC(=O)COC(=O)c2ccccc2[N+](=O)[O-])CCCCC1,-1,-2,-11,0,-9,8,2,0.1,-4
COc1nc(OC)nc(N2CCC(C(=O)NCc3ccc(F)cc3)CC2)n1,8,5,0,2,-17,-24,0,0.1,-1
COc1ccc(S(=O)(=O)CCc2nc3ccccc3s2)cc1,5,-1,-10,-21,-6,-3,1,-0.2,6
CCCCn1nnnc1C1(C)CCC(=O)N1Cc1cccc(F)c1 (stereo not given),/,/,/,/,/,6,0,0.0,2
O=C(CN1CCC(n2nnc3cc(C(F)(F)F)ccc32)CC1)Nc1ccc2c(c1)CCC2,1,-4,-1,3,-21,9,0,-0.4,6
CCn1c(SC)nnc1-c1c[nH]c2ccccc12,5,1,-17,-7,6,1,4,0.7,-14
Cc1cc(C)n(-c2cc(C)c(C)cc2Br)n1,7,-3,-9,-7,-21,-20,-1,-0.6,-12
Cc1nnc(NC(=O)CSc2nc(C(C)C)nc3ccccc23)s1,-7,-2,5,-3,-14,1,0,0.2,5
# Next entries
SMILES,M1 PAM,M1 ag,CHRM1 antagonist,OXTR potentiator,CHO parental Ca,CHO-K1 Ca antag,CHRM4 agonist,M1 ag parental,CHRM4 antagonist
COc1ccc(NC(=O)CSc2nnc(N)s2)cc1S(=O)(=O)N1CCCCC1,4,-2,-2,-3,1,-12,0,0.7,10
C[C@@H]1CN([C@@H](C)CO)C(=O)CCCn2nncc2CO[C@@H]1CN(C)C(=O)c1cc(-c2ccccc2)on1,2,-7,-5,/,/,-8,1,0.4,-17
CC(=O)Nc1nc(C)c(-c2nc3ccc([N+](=O)[O-])cc3[nH]2)s1,0,-8,-5,-9,-4,-8,1,1.9,5
CCOc1cccc(NC(=O)Cn2nc(-c3ccc4c(c3)OCCO4)ccc2=O)c1,8,-4,-4,-8,-20,-6,0,0.4,1
O=C(c1ccc(CS(=O)Cc2ccccc2Cl)o1)N1CCN(c2cccc(Cl)c2)CC1 (stereo not given),-9,-1,15,-13,-14,-3,23,12,-4
Cc1ccc(C)c(OCCC(=O)OCC(=O)Nc2cc(S(=O)(=O)N3CCOCC3)ccc2C)c1,-2,-1,5,-13,-19,-7,15,10.0,-4
Cc1cc(C)n(-c2nc3ccccc3c(=O)n2OC2CCCCC2)n1,11,-1,-38,-1,-4,-8,1,0.0,-10
CC(C)c1ccc(C(C(=O)NC(C)(C)C)N(C(=O)CNC(=O)c2ccco2)c2cccnc2)cc1 (stereo not given),4,-3,-3,-8,-12,-6,6,1.5,-1
O=C(O)C12C3CCC(O3)C1(C(=O)O)C1CCC2O1 (stereo not given),3,-1,-15,/,/,-25,1,0.6,-19
CC12CN3CCN(CC(C3)C1(O)CN1CCCCC1)C2 (stereo not given),6,-5,-5,-9,1,-5,1,-0.1,-5
CC(=O)Nc1ccc(-c2ccnc3c2CC(C)(C(=O)Nc2cccc(C(C)=O)c2)O3)cc1 (stereo not given),-1,1,-5,/,/,-24,8,1.6,-8
N#C/C(=C\c1ccco1)C(=O)Nn1cnnc1,17,-1,-10,-5,-13,-15,2,0.8,-8
O=S(CC(O)COCc1ccc(Cl)cc1)c1ccccn1 (stereo not given),2,-5,-5,6,4,-4,0,0.3,-15
O=C1NC[C@H](Cc2ccccc2)N(C[C@H]2CCCN2C[C@H](Cc2ccccc2)N2C[C@H](Cc3ccc(O)cc3)N(CCc3ccccc3)C(=O)C2=O)C1=O,3,-5,-5,/,/,-13,0,-0.2,0
CC(C)(C)c1ccc(-c2noc(CCC(=O)NCC3CCCO3)n2)cc1 (stereo not given),8,6,5,-9,-25,-4,11,9.0,6
Cn1c(=O)c(-c2ccccc2)cc2ccccc21,8,-7,-15,/,/,-21,0,-0.7,-9
Cc1ccc(S(=O)(=O)c2cc3c(=O)n4ccccc4nc3n(C3CCCCC3)c2=N)cc1,14,-2,-13,0,-22,-6,1,0.6,0
CC(O)(CS(=O)(=O)Cc1cccc(C(F)(F)F)c1)C(=O)Nc1cccc(C(F)(F)F)c1 (stereo not given),-2,2,0,-10,-20,-49,14,7.6,-6
O=C(CCCOC(=O)c1ccc(O)cc1O)c1ccccc1,-3,-1,4,-12,1,-7,9,5.6,4

# Some of these compounds in order of the CHRM4 agonist value, descending:
compound | M1 PAM | CHRM1 antagonist | OXTR potentiator | CHRM4 agonist | CHRM4 antagonist
O=C(CCCOC(=O)c1ccc(O)cc1O)c1ccccc1 | -3 | 4 | -12 | 9 | 4
CC(=O)Nc1ccc(-c2ccnc3c2CC(C)(C(=O)Nc2cccc(C(C)=O)c2)O3)cc1 (stereo not given) | -1 | -5 | / | 8 | -8
CC(C)c1ccc(C(C(=O)NC(C)(C)C)N(C(=O)CNC(=O)c2ccco2)c2cccnc2)cc1 (stereo not given) | 4 | -3 | -8 | 6 | -1

# Ordered by SMILES length (smallest number first): 3 of the compounds above
SMILES,M1 PAM,M1 ag,CHRM1 antagonist,OXTR potentiator,CHO parental Ca,CHO-K1 Ca antag,CHRM4 agonist,M1 ag parental,CHRM4 antagonist
O=S(CC(O)COCc1ccc(Cl)cc1)c1ccccn1 (stereo not given),2,-5,-5,6,4,-4,0,0.3,-15
CC12CN3CCN(CC(C3)C1(O)CN1CCCCC1)C2 (stereo not given),6,-5,-5,-9,1,-5,1,-0.1,-5
CCOc1cccc(NC(=O)Cn2nc(-c3ccc4c(c3)OCCO4)ccc2=O)c1,8,-4,-4,-8,-20,-6,0,0.4,1
